LYP phosphatase = inhibitors of LYP phosphatase, biochemical, fluorescence intensity, uHTS (AID 1779); recombinant LYP phosphatase, fluorescence intensity; higher % means a stronger effect; 0.054% of 290,000 active; Tyrosine-protein phosphatase non-receptor type 22 (Homo sapiens); one-dose inhibition, % at 11.5 µM; IC50 in µM for titrated hits;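 further: plate controls were vehicle with enzyme for no effect and no enzyme for full effect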
ER stress rescue = rescue of cells from ER stress-induced death, primary screen, 384-well, CSM14.1, thapsigargin, ATP luminescence (AID 1222); 190,000 tested, under 10 active; CSM14.1 thapsigargin-induced death rescue, ATP luminescence; higher % means a stronger effect; cellular ATP content (survival), % at 20 µM; hits with a dose series show EC50 in µM;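 active means EC50 below 50 µM in the dose-response confirmation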;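 further: death triggered by thapsigargin at about 15 µM added after 2 h compound pretreatment; cell ATP read after overnight thapsigargin exposure of roughly 18 to 22 hours; normalized against plate controls of thapsigargin alone and 5% DMSO vehicle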
PMI inhibition = human PMI inhibitors, high substrate, primary screen, biochemical, fluorescence intensity, high mannose 6-phosphate (AID 1220); Mannose-6-phosphate isomerase (Homo sapiens); recombinant PMI enzyme, coupled fluorescence intensity; higher % means a stronger effect; one-dose inhibition, % at 20 µM; IC50 in µM for titrated hits; 0.66% of 190,000 active
TNAP activators = human TNAP enzyme activators, primary screen, biochemical, luminescent, no phosphate acceptor, uHTS (AID 1001); activation fold at 20 µM; hits with a dose series show EC50 in µM; purified TNAP, luminescent activation assay, no phosphate acceptor; higher activation fold means a stronger effect; 0.03% of 200,000 active; in the data active means activation fold from about 3, or a potency from the dose series; inactive means the rest, 99 in 100 with activation fold below about 1.6; further: many of its hits are not listed in these tables
XIAP antagonists = XIAP antagonists, biochemical, IAP family, fluorescence polarization (AID 1018). 0.007% of 200,000 active. one-dose displacement, % at 20 µM; IC50 in µM for titrated hits. XIAP BIR domain, fluorescence polarization peptide displacement; higher % means a stronger effect. E3 ubiquitin-protein ligase XIAP (Homo sapiens); in the data active means displacement above about 50%; further: a part of the inactive calls stands beside numbers as strong as those of hits
P. falciparum M17LAP = P. falciparum M17LAP inhibitors, primary screen, biochemical, fluorogenic H-Leu-NHMec substrate, 1536-well (AID 1619); Leucine aminopeptidase (Plasmodium falciparum (isolate 3D7)); recombinant M17LAP, H-Leu-NHMec fluorogenic kinetic assay; higher % means a stronger effect; inhibition, % at 30 µM; hits with a dose series show IC50 in µM; 0.38% of 220,000 active;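 active means compound inhibiting the enzyme by more than half at any dose during confirmatory dose-response retesting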;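 further: plate controls were full reaction with DMSO carrier for no effect and no enzyme background for full effect; strong numbers were not always called active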
M1AAP inhibition = P. falciparum M1AAP inhibitors, biochemical, fluorogenic H-Leu-NHMec substrate, 1536-well (AID 1445) | recombinant M1AAP, H-Leu-NHMec fluorogenic kinetic assay; higher % means a stronger effect | one-dose inhibition, % at 30 µM; IC50 in µM for titrated hits | Aminopeptidase N (Plasmodium falciparum (isolate 3D7)) | 0.42% of 220,000 active;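 active means primary inhibition above the hit cutoff, then over 50% inhibition at one or more dose response concentrations, cut at about 23% in these data, passing the limit was not always enough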;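 further: plate controls were DMSO full reaction for no effect and no enzyme background for full effect; strong numbers were not always called active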
Myeloid diff 2 = induction of myeloid progenitor differentiation, primary screen, cell-based, flow cytometry, MLPCN library; ER-HoxA9 myeloid progenitors, lysozyme-GFP differentiation; calls only at 10 µM; 1% of 360,000 active; AID 624256, 2012;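 active means normalized GFP-positive differentiation at or above the plate's own cutoff, the solvent-only control mean plus 3 SD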;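 further: cells exposed to compound for four days before flow analysis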
PMI inhibitors = inhibitors of human PMI, primary screen, biochemical, fluorescence intensity, coupled assay (AID 1209). Mannose-6-phosphate isomerase (Homo sapiens). purified PMI enzyme, coupled fluorescence intensity; higher % means a stronger effect. inhibition, % at 20 µM; hits with a dose series show IC50 in µM. 0.42% of 190,000 active;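 further: plate controls were DMSO vehicle for no effect and wells lacking substrate for full effect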
Myeloid diff 2 GFP+ MAC1+ % = further read-out of Myeloid diff 2, marked with its call; GFP+ MAC1+ double positive, %; measured here: differentiation confirmed by MAC1 staining
An asterisk follows results filed as active; i = inactive; nt = not tested or not shown. Unless noted, no stated cut-off is given here; in the data, active means inhibition above about 50%; inactive means the rest.

SMILES	LYP phosphatase	ER stress rescue	PMI inhibition	TNAP activators	XIAP antagonists	P. falciparum M17LAP	M1AAP inhibition	Myeloid diff 2	Myeloid diff 2 GFP+ MAC1+ %	PMI inhibitors
CCOC(=O)c1c(NC(=O)CSc2nc(C)cc(C)c2C#N)sc(C(C)=O)c1C	5.1%	11.3%	-5.2%	1.1	-3.1%	7.2%	4.6%	i	0.6	-3.3%
Cn1ncc(N=Cc2ccccc2)c1C(N)=O	-4.0%	2.3%	-1.3%	1.1	-2.5%	1.8%	-1.7%	i	0.6	6.6%
O=c1[nH]cnc2[nH]ncc12	-3.4%	0.4%	7.5%	1.4	-2.1%	-2.9%	-4.5%	i	5.2	9.9%
O=C(Oc1cc(=O)oc2c1c(=O)n1c3c(cccc23)CC1)c1ccccc1	-8.9%	nt	nt	nt	nt	2.8%	14.8%	i	0.3	nt
Cc1cccc(NC(=O)NNC(=O)c2cc3ccccc3cc2O)c1C	0.8%	-2.0%	29.9%	1.9	-10.9%	0.9%	5.7%	i	0.4	37.7%
Cn1c(N2CCC(C(N)=O)CC2)nc2c1c(=O)n(Cc1cccc(Br)c1)c(=O)n2C	-5.5%	-2.0%	14.7%	1.1	-8.8%	-3.3%	20.1%	i	1.5	9.3%
Cc1ccc(CNC(=O)CCS(=O)(=O)c2ccc(Br)cc2)cc1	-4.4%	0.0%	-17.6%	1.1	-0.3%	-25.2%	-7.2%	i	0.2	-13.8%
COc1ccc(C2CC(c3ccc4ccccc4c3)=NN2C(=O)CNC2CCCCC2)cc1 (stereo not drawn)	4.6%	0.4%	0.7%	1.1	-2.2%	14.5%	5.2%	i	2.6	2.4%
C/C(=N\NC(=O)c1ccc(NS(=O)(=O)c2cccs2)cc1)c1ccc(O)cc1O	6.0%	nt	nt	nt	nt	-1.9%	7.4%	i	0.3	nt
COc1ccc(Cc2nc(-c3ccncc3)no2)cc1	-1.7%	1.6%	5.8%	1	-6.2%	-9.6%	-5.4%	i	0.4	8.7%
Cc1cccc(NS(=O)(=O)c2cc([N+](=O)[O-])ccc2C)n1	-4.4%	1.0%	12.9%	1.1	-6.0%	1.9%	4.9%	i	0.0	10.1%
Cc1ccccc1NC(=O)c1ccccc1	-0.1%	nt	16.3%	1.1	-0.8%	-2.5%	5.8%	i	1.1	22.0%
COc1ccc(CC(=O)Nc2ccc(-c3ccc4nnc(C)n4n3)cc2)cc1OC	-2.5%	-1.4%	-0.4%	1.1	-2.4%	9.4%	5.3%	i	0.1	2.4%
COCCCNC(=O)CSc1nc2cc3c(cc2c(=O)n1CCCC(=O)NCc1ccc(OC)cc1)OCO3	-2.6%	-11.3%	4.9%	1	-4.4%	6.8%	6.1%	i	0.5	9.2%
COc1ccc(-c2nc3n(c(=O)c2C#N)CCS3)cc1	-1.4%	-1.0%	-0.8%	1.1	-8.4%	-5.5%	13.8%	i	0.1	8.3%
COc1cc(O)c(C(CC(=O)N2CCOCC2)c2cc(OC)c(OC)c(OC)c2)c(OC)c1 (stereo not drawn)	-5.0%	nt	nt	nt	nt	1.2%	4.2%	i	1.4	nt
CC1=NN(C(=O)c2cccc(Cn3nc(C)c([N+](=O)[O-])c3C)c2)C(O)(C(F)(F)F)C1 (stereo not drawn)	-6.8%	-4.0%	-19.0%	1.1	-9.3%	13.3%	5.2%	i	1.5	-10.2%
Cn1c(-c2ccccc2)c(C=O)c2ccccc21	-1.9%	-0.3%	-22.0%	1.1	-5.2%	8.7%	8.3%	i	0.8	-10.4%
COc1ccccc1NC(=O)c1ccc2nc(N3C(=O)CCC3=O)sc2c1	-4.6%	1.5%	0.7%	1.2	-1.7%	12.6%	-2.4%	i	1.0	-0.4%
Cc1cc(N=Cc2cc(Cl)ccc2O)no1	1.5%	-0.9%	14.2%	1.1	-3.3%	-14.6%	-2.7%	i	5.2	6.8%
Cc1ccnc(N/C=C(/NC(=O)c2ccccc2)C(=O)N/N=C\c2ccc(Cl)cc2)n1	0.9%	nt	nt	nt	nt	13.1%	15.8%	i	0.8	nt
CCOC(=O)c1c(C)c(C(=O)Nc2ccccc2)c(C)n1CC	-2.8%	-2.9%	11.3%	1.1	-3.0%	10.6%	-2.2%	i	9.7	11.6%
COc1ccccc1Oc1ccc(N/C=C/C(=O)c2ccc(C)o2)cc1	9.3%	5.3%	20.9%	1.1	-7.7%	-2.5%	-2.5%	i	0.3	4.8%
O=C(C[n+]1ccccc1)Nc1cc(C(F)(F)F)ccc1Cl	-5.9%	0.0%	7.4%	1	-6.4%	-18.3%	5.1%	i	0.4	-1.2%

Part of the list above, with two lines to a compound:
Sequence of screens: LYP phosphatase, ER stress rescue, PMI inhibition, TNAP activators, XIAP antagonists, P. falciparum M17LAP, M1AAP inhibition, Myeloid diff 2, Myeloid diff 2 GFP+ MAC1+ %, PMI inhibitors
Cc1cc(N=Cc2cc(Cl)ccc2O)no1
→ 1.5%, -0.9%, 14.2%, 1.1, -3.3%, -14.6%, -2.7%, i, 5.2, 6.8%
Cc1ccnc(N/C=C(/NC(=O)c2ccccc2)C(=O)N/N=C\c2ccc(Cl)cc2)n1
→ 0.9%, nt, nt, nt, nt, 13.1%, 15.8%, i, 0.8, nt
CCOC(=O)c1c(C)c(C(=O)Nc2ccccc2)c(C)n1CC
→ -2.8%, -2.9%, 11.3%, 1.1, -3.0%, 10.6%, -2.2%, i, 9.7, 11.6%

No new results follow: an excerpt of the list.
SMILES	LYP phosphatase	ER stress rescue	PMI inhibition	TNAP activators	XIAP antagonists	P. falciparum M17LAP	M1AAP inhibition	Myeloid diff 2	Myeloid diff 2 GFP+ MAC1+ %	PMI inhibitors
Cc1cc(N=Cc2cc(Cl)ccc2O)no1	1.5%	-0.9%	14.2%	1.1	-3.3%	-14.6%	-2.7%	i	5.2	6.8%
Cc1ccnc(N/C=C(/NC(=O)c2ccccc2)C(=O)N/N=C\c2ccc(Cl)cc2)n1	0.9%	nt	nt	nt	nt	13.1%	15.8%	i	0.8	nt

Next part
SMILES	LYP phosphatase	ER stress rescue	PMI inhibition	TNAP activators	XIAP antagonists	P. falciparum M17LAP	M1AAP inhibition	Myeloid diff 2	Myeloid diff 2 GFP+ MAC1+ %	PMI inhibitors
CCCCn1c(SCC(=O)N2CCOCC2)nnc1-c1cccs1	-7.5%	1.4%	-4.1%	1.1	-7.9%	2.6%	-2.9%	i	1.4	-0.7%
O=C(CCc1nnc(Cc2cccc(C(F)(F)F)c2)o1)NCC(F)(F)F	-5.3%	-1.2%	nt	1.1	-3.7%	-0.2%	5.4%	i	0.2	nt
CSc1nnc(Cc2sc(-c3ccccc3)nc2-c2ccccc2)o1	-1.7%	0.2%	5.5%	0.9	-6.8%	-7.5%	0.7%	i	1.6	9.1%
O=C(Nc1nc2c(ccc3ccccc32)s1)c1cc([N+](=O)[O-])ccc1N1CCOCC1	-1.7%	0.2%	8.1%	1	-7.7%	2.7%	0.3%	nt	nt	-6.4%
CC(=O)O/N=C(\N)c1cnn2c(C(F)(F)F)cc(C(F)(F)F)nc12	-6.9%	nt	nt	nt	nt	-3.2%	3.0%	i	1.0	nt
COc1ccc(NC(=O)C2CCC(CNS(=O)(=O)c3cccs3)CC2)cc1OC (stereo not drawn)	-7.8%	-1.0%	4.6%	1.1	-6.1%	10.6%	-1.7%	i	0.1	0.9%
Cc1ccc(N(CC(=O)NC(C)c2ccccc2)S(=O)(=O)c2cccs2)cc1 (stereo not drawn)	-5.3%	-0.7%	3.2%	1.1	-4.5%	-0.3%	4.6%	i	5.9	4.5%
CS(=O)(=O)Nc1ccc(C(=O)NCc2ccccn2)cc1	-4.7%	-2.5%	12.4%	1	-2.3%	1.3%	5.1%	i	7.1	17.4%
COc1ccc(/C=N/NC(=O)CSc2n[nH]c(=O)[nH]c2=O)cc1	-8.9%	-1.1%	17.2%	1	-10.0%	7.36µM*	29µM*	i	0.2	10.6%
Cc1ccnc(SCC(=O)c2ccc(Br)cc2)c1C#N	-0.3%	-4.2%	-23.7%	1	-2.4%	-5.8%	0.5%	i	0.7	-17.7%
CC(C)(C)C(=O)c1cn(CC(=O)O)c2ccccc12	0.2%	-0.6%	nt	1.1	-6.8%	17.5%	2.7%	i	0.2	nt
NC(=O)C1Cc2ccccc2CN1S(=O)(=O)c1cccs1 (stereo not drawn)	-3.0%	-1.1%	-7.3%	1.1	-2.9%	2.3%	-4.7%	i	0.9	-8.8%
CCN1C(=O)C(CC(=O)Nc2ccc(F)cc2)N(Cc2cccs2)C1=S (stereo not drawn)	-4.7%	0.1%	9.0%	1.1	-1.4%	-1.7%	3.6%	i	0.3	12.6%
O=S(=O)(Nc1nc2ccc(S(=O)(=O)N3CCCCC3)cc2s1)c1ccccc1	2.6%	-0.8%	-30.7%	1	-10.5%	17.0%	23.2%	i	5.7	-7.5%
CC(C)(C)c1cccc(C2(O)C(=O)c3ccccc3C2=O)c1O	-5.5%	nt	nt	nt	nt	5.9%	1.4%	i	0.9	nt
CCn1c(SCC(=O)NCc2cccs2)nc2c1c(=O)n(C)c(=O)n2C	-2.5%	1.5%	5.1%	1	-4.5%	-1.4%	-1.5%	i	5.1	3.6%
O=C(NCc1ccco1)c1ccc(-c2ccc(Cl)cc2)o1	2.7%	-0.5%	0.1%	1.1	-4.7%	7.8%	3.0%	i	0.6	-1.4%
NS(=O)(=O)c1ccc(CCNC(=O)c2ccccc2[N+](=O)[O-])cc1	-1.4%	-2.0%	-5.3%	1.1	-5.6%	-7.8%	2.1%	i	0.9	-6.5%
Cc1ccc(C)c(N2CC(C(=O)O)CC2=O)c1 (stereo not drawn)	-6.9%	1.7%	-1.2%	1	-13.2%	-0.4%	3.0%	i	1.0	-5.9%
CCc1ccc(S(=O)(=O)Nc2ccc(N3CCN(C)CC3)cc2)cc1	-5.7%	nt	nt	nt	nt	-20.8%	6.9%	i	0.4	nt

From PubChem BioAssay
